PAFAH1B3 FP inh: blocks human PAF acetylhydrolase 1B catalytic subunit 3; recombinant PAFAH1B3, FP-rhodamine probe, fluorescence polarization; inhibition, % at 3.39 µM; 340,000 compounds, 0.28% hits;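 active = inhibition above the screen-wide average of all tested compounds plus 3 SD, cut at about 25% in these data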;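 note: 0% = enzyme with DMSO only and 100% = wells lacking PAFAH1B3 protein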
Target sequence (Q15102 whole entry, looked up): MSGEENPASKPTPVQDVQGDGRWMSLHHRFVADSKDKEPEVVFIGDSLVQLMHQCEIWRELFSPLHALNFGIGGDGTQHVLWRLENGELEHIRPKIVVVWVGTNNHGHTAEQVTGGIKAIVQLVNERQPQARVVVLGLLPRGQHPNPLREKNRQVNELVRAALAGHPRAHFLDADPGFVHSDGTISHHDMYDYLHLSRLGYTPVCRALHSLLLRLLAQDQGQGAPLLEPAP
PAFAH1B2 FP inh: PAFAH1B2 (human) inhibition | recombinant PAFAH1B2, FP-rhodamine activity probe, fluorescence polarization | inhibition, % at 3.39 µM | 340,000 compounds, 1.2% hits;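 active = inhibition above the mean of all tested compounds plus 3 SD, cut at about 24% in these data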;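 note: 0% = enzyme with DMSO and 100% = wells lacking PAFAH1B2; many of its hits are not listed in these tables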
Target sequence (P68402 whole entry, looked up): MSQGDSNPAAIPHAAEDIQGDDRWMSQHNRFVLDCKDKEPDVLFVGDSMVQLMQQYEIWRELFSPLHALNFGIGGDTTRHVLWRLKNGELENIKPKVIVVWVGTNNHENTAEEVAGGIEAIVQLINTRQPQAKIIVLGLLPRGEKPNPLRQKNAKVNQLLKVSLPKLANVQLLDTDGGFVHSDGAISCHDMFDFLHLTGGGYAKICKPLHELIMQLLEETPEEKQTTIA
PAFAH2 FP inh: inhibitors of human PAFAH2 | recombinant PAFAH2, FP-rhodamine activity probe, fluorescence polarization | AID 492956 | Q99487 | 340,000 compounds, 0.99% hits | inhibition, % at 3.39 µM;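 active = inhibition above the mean over all tested compounds plus 3 SD, cut at about 30% in these data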;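 note: inhibitors block probe labeling of enzyme so polarization drops; 0% = enzyme with DMSO and 100% = wells lacking PAFAH2 protein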
Active calls of the source: *.

Sample of the layout, 17 compounds:
SMILES	PAFAH1B3 FP inh	PAFAH1B2 FP inh	PAFAH2 FP inh
CCCCCn1cnc2c(=S)nc(N)[nH]c21	1.0	3.4	4.4
O=C(O)CCC(=O)Nc1ccc(N=Nc2ccccc2)cc1	-1.5	-1.1	2.2
CCCNc1ncnc2c1cnn2C1CCCCO1 (configuration not stated)	9.2	4.8	-8.6
O=C(O/C(=C/c1ccccc1)C(F)(F)F)c1ccccc1	1.5	1.7	-6.2
CC(=O)Nc1ccc(S(=O)(=O)NC2(c3ccccc3)C(=O)N(C)C(=O)N(C)C2=O)cc1	5.1	3.1	1.1
C/C(=N/NC(=O)c1cc(-c2ccccc2)nc2c(Cl)cccc12)c1cccnc1	8.0	-1.3	-1.6
CC(C)Oc1ccc(OCCn2c(S(=O)(=O)O)nc3c(N)ncnc32)cc1	10.2	3.0	0.9
NC(=S)NN=C(c1ccc(F)cc1)C1CC1	6.0	4.3	-0.2
O=S1(=O)c2ccc(Br)cc2N2CCC[C@@H]2CN1C1CC1	7.3	7.7	-2.8
CC(=O)OC1CCC2(C)C(=CCC3C2CCC2(C)C3CC3OC4(CCC(C)CN4)C(C)C32)C1 (configuration not stated)	0.7	7.9	-3.9
O=C1COc2ccc(C(=O)COC(=O)c3nc(Cl)ccc3Cl)cc2N1	0.4	2.0	4.8
C/C(=N\NC(=O)c1cccc(S(=O)(=O)Nc2ccc(C)cc2C)c1)c1ccncc1	1.0	6.4	2.8
CCOC(=O)C1CCCN(C(=S)NC(=O)c2cc(Br)ccc2Cl)C1 (configuration not stated)	3.2	0.2	3.0
C[C@@H]1CN(S(=O)(=O)C(C)(C)C)[C@@H](CCO)/C1=C\c1ccccc1	5.4	4.5	-0.9
c1ccc(COc2ncnc3c2ncn3CCCNCc2ccc3c(c2)OCO3)cc1	3.1	7.0	-3.0
COc1cc(C2C(C(=O)c3ccc(C)o3)=C(O)C(=O)N2CCN2CCOCC2)ccc1OCCC(C)C (configuration not stated)	7.8	4.3	-4.8
CCOc1ccc(NC(=O)NC2CCCCCCC2)cc1	-1.7	6.7	2.1

This part in full, from the start:
SMILES	PAFAH1B3 FP inh	PAFAH1B2 FP inh	PAFAH2 FP inh
CCCCCn1cnc2c(=S)nc(N)[nH]c21	1.0	3.4	4.4
O=C(O)CCC(=O)Nc1ccc(N=Nc2ccccc2)cc1	-1.5	-1.1	2.2
CCCNc1ncnc2c1cnn2C1CCCCO1 (configuration not stated)	9.2	4.8	-8.6
O=C(O/C(=C/c1ccccc1)C(F)(F)F)c1ccccc1	1.5	1.7	-6.2
CC(=O)Nc1ccc(S(=O)(=O)NC2(c3ccccc3)C(=O)N(C)C(=O)N(C)C2=O)cc1	5.1	3.1	1.1
C/C(=N/NC(=O)c1cc(-c2ccccc2)nc2c(Cl)cccc12)c1cccnc1	8.0	-1.3	-1.6
CC(C)Oc1ccc(OCCn2c(S(=O)(=O)O)nc3c(N)ncnc32)cc1	10.2	3.0	0.9
NC(=S)NN=C(c1ccc(F)cc1)C1CC1	6.0	4.3	-0.2
O=S1(=O)c2ccc(Br)cc2N2CCC[C@@H]2CN1C1CC1	7.3	7.7	-2.8
CC(=O)OC1CCC2(C)C(=CCC3C2CCC2(C)C3CC3OC4(CCC(C)CN4)C(C)C32)C1 (configuration not stated)	0.7	7.9	-3.9
O=C1COc2ccc(C(=O)COC(=O)c3nc(Cl)ccc3Cl)cc2N1	0.4	2.0	4.8
C/C(=N\NC(=O)c1cccc(S(=O)(=O)Nc2ccc(C)cc2C)c1)c1ccncc1	1.0	6.4	2.8
CCOC(=O)C1CCCN(C(=S)NC(=O)c2cc(Br)ccc2Cl)C1 (configuration not stated)	3.2	0.2	3.0
C[C@@H]1CN(S(=O)(=O)C(C)(C)C)[C@@H](CCO)/C1=C\c1ccccc1	5.4	4.5	-0.9
c1ccc(COc2ncnc3c2ncn3CCCNCc2ccc3c(c2)OCO3)cc1	3.1	7.0	-3.0
COc1cc(C2C(C(=O)c3ccc(C)o3)=C(O)C(=O)N2CCN2CCOCC2)ccc1OCCC(C)C (configuration not stated)	7.8	4.3	-4.8
CCOc1ccc(NC(=O)NC2CCCCCCC2)cc1	-1.7	6.7	2.1
O=c1[nH]c2ccc(Br)cc2o1	0.5	4.8	-1.6
COc1ccccc1-c1cc(-c2ccccc2)nc(SCC(=O)O)c1C#N	15.5	4.6	6.7
Cc1cc(C(=O)OCC(=O)NC2CCCC2)c2ccccc2n1	3.0	1.8	4.0
Cc1cccc(C)c1NC(=O)Cn1cc(C=O)c2ccccc21	11.2	2.1	1.7
O=C(CSc1nnnn1-c1ccc(F)cc1)Nc1ccccc1F	2.1	0.8	-2.6
CCCC(=O)Nc1ccc2c(c1)nc(CCN1CCN(c3ccccn3)CC1)n2C	6.6	-3.4	0.5
Cc1ccc(C)c(SCC(=O)Nc2cccc(S(=O)(=O)N3CCOCC3)c2)c1	-2.7	-3.7	2.5
Cn1c(=O)c2nc(NCc3ccccc3)sc2n(C)c1=O	5.9	2.3	2.4
Cc1cc(C)cc(-n2ncc3c2CCCC3NC(=O)CCN2Cc3ccccc3C2=O)c1 (configuration not stated)	13.5	1.1	3.7
CC(=O)Nc1cc2c(cc1Cl)Cc1cc(Cl)ccc1-2	-0.5	4.2	-3.1
O=c1[nH]c2c(c(=O)n1-c1ccccc1)CCO2	-2.1	2.2	7.2
O=C(CS(=O)CC(=O)Nc1ccc(Cl)cc1)NCC1OCCc2ccccc21 (configuration not stated)	4.7	3.5	-3.8
O=C(c1ccc(S(=O)(=O)N2CCCCC2)cc1)N1CCN(Cc2ccc3c(c2)OCO3)CC1	1.5	2.9	1.2
CCC(=O)Nc1cccc(C(=O)OCc2cccc([N+](=O)[O-])c2)c1	0.3	1.3	7.2
O=C(Cn1cc(COc2ccccc2C(F)(F)F)nn1)c1ccc(O)cc1	15.2	5.5	2.7
Cc1ccc(NC(=O)CCN2C(=O)NC3(CCCC3)C2=O)cc1	1.3	-4.7	1.2
Cc1nc(N2CCN(Cc3ccc4c(c3)OCO4)CC2)c2oc3ccccc3c2n1	-1.8	7.9	-1.5
COc1cc(C(=O)N/N=C/c2ccc(OC(=O)c3cccc(C)c3)cc2)ccc1O	22.6	12.5	-1.1
CCOC(=O)C1CCCN(C(=O)c2cc(COc3ccc(C)nc3)on2)C1 (configuration not stated)	7.5	-2.5	-0.4
CC1=C(c2ccccc2)C=NNCC1=O	-4.7	10.9	2.4
CC1=CC(=O)C(C(C)=Nc2cccc(Cl)c2)C(=O)O1 (configuration not stated)	11.8	3.5	2.6
CC(O)(Cc1cccnc1)c1cccs1 (configuration not stated)	5.2	0.8	3.0
CCOn1c(=O)c(-c2cccc(Br)c2)[n+]([O-])c2ccccc21	6.0	2.8	2.8
CCCc1ccc(S(=O)(=O)N2CCN(C(C)C(=O)NC3CCCC3)CC2)cc1 (configuration not stated)	-2.4	3.5	7.2
O=C(NNC(=O)c1ccc(Br)s1)NC1CCCCC1	0.2	4.8	-5.2
Cc1cccc(N2CCN(CC(O)COc3ccccc3)CC2)c1 (configuration not stated)	4.5	4.7	0.6
COc1cccc(CNC(=O)C2CCN(S(=O)(=O)c3ccc(F)cc3)CC2)c1	-3.2	-0.5	-1.8
O=C(NCCN1CCNC1=O)C1CCC(=O)N(CCc2ccc(Cl)cc2)C1 (configuration not stated)	5.8	3.2	1.1
Nc1cc2[nH]c(=O)c3ccccc3c2cc1Br	8.1	5.9	7.0
COc1ccccc1N1CCN(C(=O)C2CCN(C(=O)c3ccccc3Cl)CC2)CC1	9.0	-1.9	0.7
c1ccc(-c2nnc(N3CCCC3)nc2-c2ccccc2)cc1	6.3	8.4	-3.0
O=C(/C=C/c1cccc(Cl)c1Cl)OCC(=O)N1CCOCC1	7.2	-0.2	7.9
Nc1ccc2ccccc2c1C(=O)c1ccccc1	9.1	2.7	1.1
Cn1cnc2c(ncn2C2OC(CO)C(O)C2O)c1=S (configuration not stated)	1.8	0.5	-0.7
OCCNc1nc2ccccc2n1-c1ncnc2sc3c(c12)CCC3	10.6	-1.5	-2.8
COc1cc(CN(C(C)=O)c2ccccc2C(=O)O)ccc1[N+](=O)[O-]	8.7	-1.1	-3.7
COc1ccc(CCc2ccc3cc(OC)ccc3n2)cc1	5.4	3.4	6.0
CCCCN1CC(=O)N2[C@@H]3c4cc(OC)ccc4OC[C@@H]3[C@H](C(=O)OCC)[C@]2(C)C1=O	4.3	2.7	-3.7
S=C(Nc1nc2c(s1)CCCC2)NC1CC1	8.2	-3.0	6.0
O=C(O)C1(C(=O)O)CCCC1	3.1	5.0	-0.2
CCSc1nnc(NC(=O)CSc2nnc(Cc3cccn3C)n2-c2ccc(F)cc2)s1	5.2	7.2	2.7
Cc1ccc(S(=O)(=O)NCCC2=CCCCC2)cc1	1.4	9.4	5.7
CCN(CC(=O)NCc1ccc(Cl)cc1)C(=O)Cc1ccccc1[N+](=O)[O-]	-6.9	5.3	5.8
New compounds follow
SMILES	PAFAH1B3 FP inh	PAFAH1B2 FP inh	PAFAH2 FP inh
CC(C)[C@H](NC(N)=O)C(=O)Nc1cccc(S(=O)(=O)NC2=NCCCCC2)c1	-0.3	5.8	5.0
O=C(NNC(=O)c1ccncc1)Nc1ccc(Cl)cc1	5.4	-0.8	0.4
O=C(c1ccc2c(c1)C(=O)N(Cc1ccncc1)C2=O)N1CCN(S(=O)(=O)c2ccc(OC(F)(F)F)cc2)CC1	5.8	5.8	0.3
Cc1ccc(S(=O)(=O)N2CCOCC2)cc1C(=O)OCC(=O)N1CCc2ccccc2C1	2.0	0.7	-2.8
O=C(Cn1nc(C(=O)O)c2ccccc2c1=O)Nc1cccc(S(=O)(=O)N2CCCC2)c1	-2.4	-0.1	2.1
CCc1nc(C)cn1S(=O)(=O)c1ccc2c(c1)OCCO2	6.2	6.9	2.6
O=C1N=c2ccccc2=C1c1sc(=S)n(NC(=O)c2cccc(O)c2)c1O	6.1	10.5	-0.1
Fc1ccc(CNc2ccccn2)cc1	6.1	3.6	1.2
Cc1ccc(Nc2c(O)nc[nH]c2=O)cc1C	4.1	-0.9	2.9
O=C(Cc1ccc(NC(=O)C2CCN(C(=O)C3CCCCC3)CC2)cc1)Nc1cccc(C(=O)N2CCCCC2)c1	0.3	-2.3	-4.9
COc1ccc(C(CCc2cc(OC)c(OC)c(OC)c2)NC(C)=O)cc1 (configuration not stated)	3.5	6.6	5.1
COc1ccc(NS(=O)(=O)c2cc(C(=O)N(C)CCc3ccccn3)ccc2Cl)cc1	1.6	-5.0	1.2
Cc1cc(C)n(-c2nc3sc4c(c3c3nnc(SCC(N)=O)n23)CC(C)(C)OC4)n1	-7.0	-3.0	-5.3
C/C(=N\NC(=O)c1ccc(Cn2cc(Br)cn2)o1)c1ccc(NC(=O)c2ccoc2C)cc1	-5.2	-1.0	-10.5
CCCCN(C(=O)c1cccc(N2C(=O)c3ccccc3C2=O)c1)c1c(N)n(CCCC)c(=O)[nH]c1=O	7.8	2.9	-0.1
CCCCn1c(SCC(=O)Nc2nc(C)cs2)nnc1-c1cccnc1	11.1	-3.0	5.4
O=C(O)c1ccccc1C(=O)c1cccc2c(Br)cccc12	2.6	4.5	1.8
COC(=O)C1=CN(Cc2ccc(OC)c(OC)c2)C=C(C(=O)OC)C1c1cccs1	0.2	-0.8	-2.1
COc1ccc2cc(-c3cc(C(=O)OCC(=O)Nc4c(C)n(C)n(-c5ccccc5)c4=O)c4ccccc4n3)ccc2c1	7.0	0.2	-13.0
CCCN(CCC)c1nc(-c2ccccn2)nc2ccccc12	4.4	-0.7	4.0
CCOc1ccccc1/C=C/c1nc2ccccc2[nH]c1=O	27.9*	5.6	1.5
Cc1ccc(S(=O)(=O)NNC(=O)CCC(=O)Nc2ccccc2Cl)cc1	2.8	6.6	0.1
CCc1ccc(OCCCCCn2ccnc2)cc1	-1.4	4.0	-0.5
Cn1c(N)c(C(=O)COC(=O)Cc2ccc(Cl)cc2Cl)c(=O)n(C)c1=O	5.5	10.4	5.7
CN(C(=O)c1cccc(NC(=O)Cc2ccc(NC(=O)C3CCCN(C(=O)C4CCCC4)C3)cc2)c1)C1CCC1 (configuration not stated)	5.0	0.9	3.3
COc1ccc(CC(=O)Nc2cc(S(=O)(=O)N3CCCCC3)ccc2C)cc1	0.1	2.7	8.0
CCN(C(=O)COC(=O)CCS(=O)(=O)c1ccccc1)c1c(N)n(Cc2ccccc2)c(=O)[nH]c1=O	0.5	1.9	1.3
O=C(Nc1cc(Cl)ccc1Cl)P(=O)(O)c1ccccc1	7.3	4.9	-4.0
CSc1ncccc1C(=O)N1CCCC(Nc2ccc(C)c(C)c2)C1 (configuration not stated)	1.1	-4.5	-1.1
CC1(C)Cc2c(ccc3ccccc23)C2=C(C(=O)N3CCCC3)C(=O)C(=O)N21	4.3	4.4	3.5
COCCn1nnnc1C(C(C)C)N(Cc1ccccc1)Cc1cc2cc(OC)ccc2[nH]c1=O (configuration not stated)	11.2	2.9	7.7

Compound activity deposited in PubChem BioAssay by The Scripps Research Institute Molecular Screening Center.

A portion of the library; the hit share may differ from the screen's.
